PLCb3 inh: human PLC-beta3 inhibitors, primary screen, biochemical, fluorescence; inhibition, % at 12.2 µM; Purified PLC-beta3, fluorogenic substrate; AID 720704, 2013; actives 0.18% (n = 370,000); in the data active = inhibition above about 11%;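 also: 0% = median of compound wells on plate and 100% = full blocker control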
DDE Tn6 FP inh: inhibitors of Tn6 peptide binding to fibrin DD(E), primary screen, biochemical, fluorescence polarization, human fibrin, Tn6 probe; Fibrin DD(E) TRITC-Tn6 fluorescence polarization displacement; AID 720509, 2013; inhibition, % at 8.3 µM; actives 0.21% (n = 370,000);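 active = inhibition above a per-campaign cutoff: mean of compounds within control limits plus 3 SD, cut at about 15% in these data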;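 also: 0% = median of all compound wells on the plate and 100% = blocking peptide control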
PLCg1 inh: PLC-gamma1 enzyme inhibitors, primary screen, biochemical, fluorescence, purified enzyme. 1-phosphatidylinositol 4,5-bisphosphate phosphodiesterase gamma-1 (Homo sapiens), P19174. fluorogenic substrate. inhibition, % at 12.2 µM. actives 0.84% (n = 370,000); in the data active = inhibition above about 9.5%
ARFGAP1 inh: inhibitors of rat ARFGAP1 GAP activity, primary screen, biochemical, fluorescence polarization, GDP tracer; actives 0.26% (n = 360,000); Arfgap1-stimulated ARF1 GTP hydrolysis, GDP FP detection; ADP-ribosylation factor GTPase-activating protein 1 (Rattus norvegicus), Q62848; inhibition, % at 16.5 µM;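 active = inhibition above a per-plate limit, mean inhibition of low control wells plus 3 SD, cut at about 25% in these data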;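 also: 0% = DMSO wells with enzyme and 100% = wells lacking Arfgap1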
Target sequence (Q62848 1-136 limits assumed): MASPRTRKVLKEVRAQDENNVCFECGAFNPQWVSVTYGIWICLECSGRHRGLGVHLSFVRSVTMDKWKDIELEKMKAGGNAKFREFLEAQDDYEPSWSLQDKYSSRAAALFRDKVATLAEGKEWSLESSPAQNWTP
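System: truncated rat Arfgap1 GAP domain / Benchmarks: high control wells lacking Arfgap1, low control full reaction with DMSO / Times: compound-enzyme preincubation 20 min, reaction 120 min, detection 60 min, 25 °C / Repeats: one replicate per compound / Also added: human ARF1(Δ1-17)-GTP substrate / Measured by: Tracer-displacement fluorescence polarization with EDTA stop, 620/688 nm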
proKLK7 act: proKLK7 zymogen activators, primary screen, biochemical, fluorescence intensity; purified proKLK7, EDANS-DABCYL substrate fluorescence; 100% is mature enzyme control, 0% vehicle; actives 0.9% (n = 370,000); activation, % at 7 µM; AID 652039, 2013;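 active = activation above the mean of all tested compounds plus 3 SD, computed per campaign excluding outliers beyond control limits, cut at about 13% in these data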
Target sequence (P49862 whole entry, looked up): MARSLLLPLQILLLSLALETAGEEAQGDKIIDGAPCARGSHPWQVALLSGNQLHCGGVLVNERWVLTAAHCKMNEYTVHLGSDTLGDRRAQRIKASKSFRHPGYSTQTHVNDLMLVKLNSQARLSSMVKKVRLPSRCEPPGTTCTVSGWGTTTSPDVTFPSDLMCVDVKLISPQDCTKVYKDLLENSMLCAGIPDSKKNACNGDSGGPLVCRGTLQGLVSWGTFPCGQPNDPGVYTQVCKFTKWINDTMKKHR
sPLA2-III inh: human group III sPLA2 inhibitors, primary screen, biochemical, QFRET, BODIPY PC-A2 liposome substrate | Group 3 secretory phospholipase A2 (Homo sapiens), Q9NZ20 | QFRET BODIPY PC-A2 liposome hydrolysis, fluorescence | inhibition, % at 12.2 µM | actives 0.56% (n = 370,000);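 active = inhibition above mean plus 3 SD of compounds lying within the high and low control bounds, cut at about 19% in these data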;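 also: 0% = median of test compound wells and 100% = no enzyme DMSO wells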
Target sequence (Q9NZ20 whole entry, looked up): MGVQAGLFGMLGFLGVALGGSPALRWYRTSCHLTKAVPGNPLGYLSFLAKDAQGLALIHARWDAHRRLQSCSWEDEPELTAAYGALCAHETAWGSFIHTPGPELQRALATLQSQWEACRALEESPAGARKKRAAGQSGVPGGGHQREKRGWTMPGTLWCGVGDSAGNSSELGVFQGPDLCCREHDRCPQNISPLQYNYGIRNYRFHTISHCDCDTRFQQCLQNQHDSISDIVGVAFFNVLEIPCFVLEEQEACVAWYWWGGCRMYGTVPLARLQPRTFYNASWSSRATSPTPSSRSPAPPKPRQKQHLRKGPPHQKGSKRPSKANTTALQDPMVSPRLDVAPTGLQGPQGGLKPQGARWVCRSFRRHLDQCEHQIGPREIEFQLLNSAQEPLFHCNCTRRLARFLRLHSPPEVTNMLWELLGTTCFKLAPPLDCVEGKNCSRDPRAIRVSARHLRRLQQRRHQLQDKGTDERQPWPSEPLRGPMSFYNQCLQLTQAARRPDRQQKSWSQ
UHRF1 MBD2 ctr: UHRF1 methylated DNA binding inhibitors, primary screen, counter-screen for MBD2 inhibitor project, biochemical, TR-FRET, human UHRF1, single concentration. E3 ubiquitin-protein ligase UHRF1 (Homo sapiens), Q96T88. UHRF1 binding to methylated oligo. inhibition, % at 4.4 µM. actives 0.75% (n = 370,000). AID 687016, 2013; in the data active = inhibition above about 21%;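 also: UHRF1 SRA domain binding a hemimethylated CpG hairpin DNA probe; 0% = median of test compound wells and 100% = reference inhibitor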
Tn7 DDE FP: inhibitors of Tn7 peptide binding to fibrin DD(E), primary screen, biochemical, fluorescence polarization, human fibrin, Tn7 probe. FP displacement of FITC-Tn7 peptide from fibrin DD(E); 0% = median of compound wells per plate. inhibition, % at 8.3 µM. actives 0.13% (n = 370,000);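 active = inhibition above the mean of compounds falling within the control limits plus 3 SD of them, cut at about 14% in these data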;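 also: 0% = plate median of compound wells and 100% = 10 µM Aha-Tn7 peptide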
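Assay system: Fibrin-DD(E) protein isolated from polymerized human fibrin clots; read-out basis: percent inhibition; medium: Tris/NaCl/CaCl2 buffer, pH 7.8; signal: FP measurement; incubation: 10 min plus 3 h, room temperature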
ASAP1 GAP inh: inhibitors of human ASAP1 ArfGAP activity, primary screen, biochemical, fluorescence polarization | Arf-GAP with SH3 domain, ANK repeat and PH domain-containing protein 1 (Homo sapiens), … | ASAP1-stimulated ARF1 GTP hydrolysis, GDP FP detection | inhibition, % at 16.5 µM | actives 0.19% (n = 360,000); in the data active = inhibition above about 25%;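 also: 0% = vehicle with enzyme and substrate and 100% = no enzyme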
Rev-erbA mod: modulators of Rev-erb alpha DNA binding, primary screen, biochemical, FITC-DNA, fluorescence polarization, uHTS | Rev-erbα–FITC-DNA binding, 90 min | activity, % at 10 µM | actives 0.79% (n = 370,000) | Nuclear receptor subfamily 1 group D member 1 (Homo sapiens), P20393 | AID 1259318, 2017;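 active = activity above about 14%, limit read from the data; passing the limit was not always enough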;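 also: 0% = DMSO wells with 35 nM protein and 100% = DMSO wells with 750 nM protein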
* = called active by the depositor; i = inactive; · = not tested or not shown.

molecule	sPLA2-III inh	DDE Tn6 FP inh	PLCb3 inh	UHRF1 MBD2 ctr	ARFGAP1 inh	PLCg1 inh	Rev-erbA mod	ASAP1 GAP inh	Tn7 DDE FP	proKLK7 act
CCc1sc(C(=O)Nc2ccc(N3CCOCC3)cc2)cc1C	1	4	-2	2	7	2	5	-6	4	0.8
CC(=O)Nc1nc2cc3c(cc2s1)OCO3	4	16*	0	0	9	1	-1	9	5	-0.1
CC(=O)Nc1ccc(NC(=O)C(C)OC(=O)c2ccc(OCc3c(C)noc3C)cc2)cc1 (centres undefined)	-4	3	3	10	5	-7	-3	10	0	0.8
CC(O)(c1ccc(F)c(F)c1)c1nc(/C=C/c2ccccc2)cs1 (centres undefined)	-12	-7	-3	-1	17	-6	7	7	-2	-0.5
CC1OC(CCc2cccc(Cl)c2)Cc2[nH][nH]c(=O)c21 (centres undefined)	-26	-11	4	-4	-4	0	4	-7	-8	1.3
NC(=S)Nc1cc(Cl)ccc1Cl	2	6	-6	-1	4	-1	0	1	-3	-0.7
COc1ccc(-c2csc(C(C)(O)c3cccnc3)n2)cn1 (centres undefined)	2	0	2	0	3	3	3	8	-5	0.1
Cc1ccc(N(CC(=O)Nc2cc(C)cc(C)c2)S(=O)(=O)c2c(C)noc2C)cc1	-14	-2	-5	-2	11	4	3	-4	-1	0.4
COCC(C)N1C(=O)Cc2c1nc(N)c1c(N)nc(N3CCN(c4ccccc4F)CC3)c(C#N)c21 (centres undefined)	25*	-5	i	-5	-8	i	-4	-11	-1	-24
CC(=O)OC1C2CCC1C([N+]1(C)CCCCC1)CC2 (centres undefined)	1	-4	-4	1	1	-1	-1	6	-4	0.4
C=CCn1c(COc2ccc(Cl)cc2)nnc1SCC(=O)N/N=C/c1cccc(O)c1	-37	-8	2	-4	6	1	2	6	0	0.3
CCCCN(C(=O)CSc1nc2ccccc2s1)c1c(N)n(CCCC)c(=O)[nH]c1=O	-3	6	-2	-2	7	0	-3	-9	6	0.7
Cc1cc2oc(=O)cc(CN(C)Cc3cccc(F)c3)c2cc1Cl	3	-2	-8	3	3	-4	8	13	2	0.3
Nc1ccn([C@@H]2O[C@H](C(=O)NCCCN3CCCC3=O)[C@@H](O)[C@H]2O)c(=O)n1	1	4	2	-2	7	1	5	-2	2	0.3
CCOC(=O)C1=C(COC(=O)COc2ccccc2C#N)NC(=O)NC1C (centres undefined)	-6	1	4	-3	0	2	4	3	-4	0.3
CN1CCC(=O)N(CCSc2ccccc2)CC1	10	7	5	2	13	3	0	9	-8	0.8
Cc1ccc(Nc2nnc(SCc3nc4ccccc4c(=O)[nH]3)s2)cc1	-9	-9	-10	-3	-2	-1	-3	5	3	-0.3
CN(c1ccccc1)S(=O)(=O)c1cccc(C(=O)OCC(=O)NCc2ccco2)c1	-10	-2	-2	0	9	3	1	-3	-5	-0.1
CN(C)CCCn1c2c3ccccc3ccc2c2oc(=O)c3ccccc3c21	-41	8	i	-24	-7	i	0	-1	17*	-96
Cc1cccc(NS(=O)(=O)c2cccc(C(=O)N3CCCCCC3)c2)c1	-10	-2	2	4	2	5	-2	-20	2	0.4
CCOc1ccc(N(CC(=O)N2CCCCCC2)S(=O)(=O)c2ccc(C)cc2)cc1	2	0	-5	-2	-2	1	5	-4	-3	0.4
COc1ccc(CCC(=O)N(C)CC(=O)Nc2cc(C)ccc2C)cc1	7	-3	-2	-3	2	-1	4	0	2	0.4
COc1ccc(/C=N/NC(=O)C(N)=O)c(OC)c1OC	2	-5	-2	8	6	-3	-6	-1	-1	-0.6
COc1nc(-c2ccc(Cl)cc2Cl)nc2ccccc12	1	-6	-6	0	-12	-2	8	8	-2	-0.6
CCOC(=O)CS(=O)(=O)c1ccccc1	8	5	-3	5	-1	-2	8	-6	10	-0.4
CCc1cc(C(=O)Nc2nc(-c3ccccn3)cs2)sc1C	21*	-7	-74	-4	2	-55	9	-10	-7	-0.5
Cc1ccc2nc(Nc3ncc4c(n3)CC(C)(C)CC4=O)nc(C)c2c1	-3	3	-16	0	0	-7	0	3	2	1.2
COc1ccc(-c2nn(-c3ccccc3)cc2/C=N/N2C(=O)CSC2=S)cc1	2	-11	-11	-8	-6	-7	6	-10	6	-0.2
COc1ccc(Cl)cc1NC(=O)CN(C)CC(=O)NCc1cccs1	-2	2	-7	1	4	1	-5	-2	-9	0.1
O=C(NCc1ccc(F)cc1)c1cc(-c2cccs2)on1	-14	-5	-4	2	-4	0	0	-3	1	0.2
O=C(CSc1nccc(=O)[nH]1)c1cc2ccccc2o1	-46	-4	-16	-3	-12	-6	0	0	0	0.2
O=C(NCc1cccnc1)c1cc(C2CCCCN2S(=O)(=O)c2cccc3cccnc23)on1 (centres undefined)	1	4	2	3	0	-1	-2	8	3	-0.1
Clc1ccc(-c2nnc3n2N=C(c2ccc(-c4ccccc4)cc2)CS3)cc1	0	-9	1	0	·	2	-5	·	-1	0.6
NC(=O)c1ccccc1NC(=O)c1ccccc1S(=O)(=O)c1ccccc1[N+](=O)[O-]	13	8	-3	-2	2	3	1	5	4	-0.1
COc1cc(OC)c2ccc(=O)oc2c1C(CC(=O)N1CCN(c2ccccc2)CC1)c1ccc2c(c1)OCO2 (centres undefined)	-4	5	-8	-2	7	-10	-4	-8	-2	-1.1
Clc1ccc(C2=Nn3c(nnc3-c3cc(-c4ccccc4)n[nH]3)SC2)cc1	-9	1	-2	2	2	0	-5	24	0	1.0
Cc1cc(C)nc(NS(=O)(=O)c2ccc(NC(=O)CSc3nc4ccccc4[nH]3)cc2)n1	-9	-2	-1	6	1	1	4	3	8	0.0
CCOc1ccccc1NC(=O)c1cccc(NC(=O)c2ccco2)c1	-12	6	-2	-2	7	2	5	9	2	-0.4
CCC1=C(OC(=O)N(CC)CC)N2C(=O)OC(=NCC3CC3)[C@]2(Cc2ccccc2)[C@H]2C1=CC[C@H]1C(=O)N(c3ccccc3)C(=O)[C@H]12	-32	-6	-4	-5	7	-5	-6	8	-5	0.9
Cc1ccc(Cl)cc1N(CC(=O)N1CCOCC1)S(C)(=O)=O	1	4	-7	-2	-7	1	-1	2	1	0.2
Oc1c(N=Nc2nn[nH]n2)ccc2ccccc12	-9	1	-23	1	-12	-11	-12	-3	-3	-0.2
CCOc1ccc(CN(C)C(=O)c2cccnc2OCC)cc1OC	-3	4	1	-1	-6	1	-11	0	-1	-0.1
O=C(CSc1nc2ccccc2s1)Nc1ccc(Cl)c(C(=O)O)c1	-6	3	-3	0	-1	-4	-9	-1	10	0.7
O=C1CCCN1c1ccc(S(=O)(=O)N2CCN(c3ccccc3)CC2)cc1	-1	-2	1	1	4	-1	-3	4	-4	0.2
CC(=O)Nc1cccc(NC(=O)CSc2ncc(C(=O)Nc3ccc(F)cc3)c(=O)n2C)c1	4	11	4	-2	7	1	-2	-5	-11	-0.3
CC(=O)Nc1ccc(NC(=O)c2ccc(NC(=O)c3ccccc3)cc2)cc1	2	-1	-5	-4	1	2	3	6	7	-0.4
O=C(Nc1ccc(F)c(Cl)c1)C1CC(=O)n2c(nc3ccccc32)N1 (centres undefined)	1	-1	-3	-2	-6	0	-3	-7	10	0.1
Cc1ccc(C(=O)O)cc1S(=O)(=O)N1CCOCC1	7	4	-4	2	1	0	7	2	0	0.4
CCNc1nnc(-c2ccncc2)s1	0	0	-197	-1	-14	-200	5	6	0	-4.1
Cc1c(C(=O)N2CC[C@@H](N3CCC(O)CC3)[C@H](O)C2)[nH]c2ccc(Cl)cc12	-4	2	-5	-3	6	0	3	-5	4	0.0
CC(=O)c1ccc(NC(=S)Nc2ccc(N3CCOCC3)cc2)cc1	2	0	-10	2	1	-2	-7	-6	3	0.7
N#Cc1c(/N=C/c2cccs2)sc2c1CCC2	3	0	-6	-1	2	-7	4	-2	-8	0.1

Sorted by the number under DDE Tn6 FP inh (ascending): 3 from the list above.
Molecule	DDE Tn6 FP inh
CC(=O)Nc1ccc(NC(=O)c2ccc(NC(=O)c3ccccc3)cc2)cc1	-1
CCOc1ccc(CN(C)C(=O)c2cccnc2OCC)cc1OC	4
CC(=O)Nc1cccc(NC(=O)CSc2ncc(C(=O)Nc3ccc(F)cc3)c(=O)n2C)c1	11

Assay outcomes as filed in PubChem.

Outcome played no part in choosing rows. About 4.5% of those tested had a hit in this group.
